Source: PubChem BioAssay (several laboratories)
LYP phosphatase – PTPN22 lymphoid phosphatase activity blockers – biochemical, fluorescence intensity, uHTS (AID 1779). recombinant LYP phosphatase, fluorescence intensity; higher % means a stronger effect. inhibition, % at 11.5 µM; hits with a dose series show IC50 in µM. hit rate 0.054% among 290,000;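 further: plate controls were vehicle with enzyme for no effect and no enzyme for full effect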
Hep lipid drop – modulators of hepatic lipid droplet formation; AML12 mouse hepatocytes, oleate lipid droplets, BODIPY imaging; inhibition, % at 6.5 µM; AID 1656; hit rate 0.4% among 240,000;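 active means lipid droplet intensity inhibited by at least 50%, with more than 500 cells counted; inconclusive means wells with under 300 cells, treated as cytotoxic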
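Material – AML12 mouse liver cells · Also added – oleate loading, 100 µM · Compound dosing – 6.5 µM single-point dosing · Times – overnight treatment with compound plus oleate · Measured by – fluorescence imaging, 20x objective, two fields per well · Read-out – percent inhibition of filter-corrected integrated lipid droplet intensity per well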
Siah-1 displacement – Siah-1 peptide-binding antagonists, primary screen, biochemical, fluorescence polarization, rhodamine-plectin, uHTS (AID 1817) | Siah-1 / rhodamine-plectin peptide fluorescence polarization; higher % means a stronger effect | displacement, % at 20 µM, or IC50 in µM where a hit was titrated | hit rate 0.02% among 290,000;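 active means displacement of at least 50% at 20 µM, with a fluorescence ratio check between 0.3 and a set limit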;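 further: plate controls were Siah plus tracer with DMSO for no effect and tracer alone without Siah for full effect; strong numbers were not always called active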
XIAP displacement – small molecules displacing peptide from XIAP – biochemical, IAP family, fluorescence polarization (AID 1018); XIAP BIR domain, fluorescence polarization peptide displacement; higher % means a stronger effect; one-dose displacement, % at 20 µM; IC50 in µM for titrated hits; hit rate 0.007% among 200,000; in the data active means displacement above about 50%; further: a part of the inactive calls stands beside numbers as strong as those of hits
NOD2 inhibition – NOD2 signaling inhibitors, cell-based, luminescence, uHTS, HEK293 (AID 1566) | hit rate 0.63% among 290,000 | one-dose inhibition, % at 4 µM; EC50 in µM for titrated hits | HEK293 NOD2/NF-kB luciferase reporter, luminescence; higher % means a stronger effect; further: many of its hits are not listed in these tables
Dengue-2 NS5 capping – flavivirus cap methylation enzyme inhibition – biochemical, confirmation dose response, primary screen (AID 588689); Dengue-2 NS5 methyltransferase capping enzyme assay, biochemical; higher % means a stronger effect; one-dose inhibition, % at 25 µM; IC50 in µM for titrated hits; hit rate 0.3% among 340,000; in the data active means a potency from the dose series; inconclusive means inhibition above about 29% without an active follow-up result
AID2073 – disruptors of CaV2.2 binding to Mint1 – biochemical, HTRF (AID 2073); HTRF protein-protein interaction, Mint1-CaV2.2; higher % means a stronger effect; inhibition, % at 20 µM; hits with a dose series show IC50 in µM; hit rate 0.19% among 290,000; in the data active means inhibition mostly above about 51%, no sharp cut-off; inconclusive means no clear call, values can overlap the other calls; inactive means mostly below about 53%; further: some results filed as inactive read as strong as hits
HIV fusion peptide – inhibitors of HIV fusion peptide binding, primary screen, biochemical, uHTS, fluorescence dequenching (AID 1986); cell-free peptide binding, fluorescence dequenching, 30 min; higher % means a stronger effect; inhibition, % at 20 µM, or IC50 in µM where a hit was titrated; hit rate 0.3% among 290,000; in the data active means inhibition mostly above about 52%, no sharp cut-off; inactive means mostly below about 76%; further: some results filed as inactive read as strong as hits
Myeloid diff 2 – compounds promoting myeloid differentiation | ER-HoxA9 myeloid progenitors, lysozyme-GFP differentiation, flow cytometry | calls only at 10 µM | hit rate 1% among 360,000 | AID 624256;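 active means normalized GFP-positive differentiation at or above the plate's own cutoff, the solvent-only control mean plus 3 SD; inconclusive means no clear call, values can overlap the other calls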;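 further: cells exposed to compound for four days before flow analysis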
Hep lipid drop cells 6.5 µM – recorded beside Hep lipid drop, whose call it bears; cell count; measured here: cell count, cytotoxicity flag;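 cells counted across two imaged fields per well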
Dengue-2 NS5 capping pilot replicate – further read-out of Dengue-2 NS5 capping, marked with its call; inhibition, %; measured here: pilot screen replicate inhibition
Myeloid diff 2 GFP+ MAC1+ % – also measured in Myeloid diff 2; calls as there; GFP+ MAC1+ double positive, %; measured here: differentiation confirmed by MAC1 staining
An asterisk follows results filed as active; i = inactive; ? = inconclusive; · = no result given; + = active, no number. Unless noted, no stated cut-off is given here; in the data, active means inhibition above about 50%; inactive means the rest. Not all compounds are listed (hit frequency here may not be typical).

SMILES	LYP phosphatase	Hep lipid drop	Hep lipid drop cells 6.5 µM	Siah-1 displacement	XIAP displacement	NOD2 inhibition	Dengue-2 NS5 capping	AID2073	HIV fusion peptide	Myeloid diff 2	Myeloid diff 2 GFP+ MAC1+ %	others
Cc1ccc(C)c(NC(=S)NNc2ccc(F)cc2F)c1	-4%	7	826	4%	·	-16%	-8%	-14%	-2.3%	i	0.2
CCc1cc(N2CCOCC2)cc2c1[nH]c1ccccc12	-8%	·	·	3%	-1.6%	11%	26%	-52%	-1.4%	i	0.4
Cc1ccc(N(C(=O)CS(=O)CC(=O)Nc2ccc(F)cc2)C(C(=O)NC2CCCCC2)c2ccco2)cc1 (configuration not stated)	-9%	-3	692	-1%	-1.8%	13%	-3%	11%	0.2%	i	1.2
CCC(=O)NC1(C(F)(F)F)C(=O)Nc2c1c(=O)n(C)c(=O)n2C (configuration not stated)	-8%	19	775	1%	-2.6%	-11%	-1%	1%	-0.7%	i	0.7	Dengue-2 NS5 capping pilot replicate=3.3
Cc1cccc(Sc2c([N+](=O)[O-])ncn2C)c1	-3%	·	·	-14%	-2.0%	-8%	-15%	-13%	-3.3%	i	0.8	Dengue-2 NS5 capping pilot replicate=-0.3
COc1ccc(OC)c(-c2nc3ccccc3nc2-c2ccccc2)c1	3%	-12	581	1%	·	-30%	4%	12%	-1.0%	i	0.1
CCOc1ccc2nc(N/C(N)=N/C(=S)Nc3cccc(OC)c3)nc(C)c2c1	-5%	6	697	3%	·	32%	4%	19%	-1.1%	i	0.5
N#C/C(=N\Nc1cccc(Cl)c1)C(=O)c1ccccc1	-3%	·	·	0%	-6.8%	40%	-1%	0%	18%	i	0.0
COc1ccccc1CN1CC(C(=O)NCCc2ncccc2C)CCC1=O (configuration not stated)	-6%	14	681	-3%	·	16%	-7%	8%	1.3%	i	5.0
CCOC(=O)N1CCN(c2nc(-c3cccs3)cc(C(F)(F)F)n2)CC1	-3%	·	·	-1%	-4.6%	8%	-4%	7%	1.3%	i	1.1
O=C(NC1CC1)C1=C[C@H](C2CC2)C[C@H](OCCCCO)O1	-1%	-1	710	1%	-5.1%	3%	-3%	-2%	-0.6%	i	1.0
COc1cc(C(F)(F)F)ccc1C(=O)NCCc1ccco1	-6%	15	853	0%	·	-39%	-7%	44%	-0.7%	i	0.4
COCCNC(=O)c1ccc(N(C)S(=O)(=O)c2ccc(OC)c(OC)c2)cc1	-2%	2	790	-6%	-2.1%	1%	0%	13%	11%	i	1.1
Cc1nc([N+](=O)[O-])c(N2CCN(Cc3ccccc3)CC2)n1Cc1ccccc1	-6%	-8	744	2%	-2.6%	26%	7%	-7%	-2.0%	i	1.9
CCCCN(C(=O)c1ccc2c(c1)OCO2)c1ccccc1	-7%	-6	701	1%	-1.2%	34%	-13%	-16%	-1.6%	i	0.1
CCCCCOc1ccc(C2C(C(C)=O)=C(C)Nc3ncnn32)cc1OC (configuration not stated)	-2%	·	·	-2%	2.1%	7%	4%	3%	0.1%	i	0.7
COc1ccc(-c2c(C)[nH]n3c(=O)c(Cc4ccccc4)c(C)nc23)cc1OC	-1%	3	645	0%	-4.8%	10%	-9%	-2%	0.0%	i	0.0
O=c1c(Cc2c(F)cccc2Cl)c(O)ccn1CCCN1CCOCC1	-10%	-1	652	-5%	-4.2%	36%	-15%	-6%	-1.4%	i	0.2
CC1CCCCC1NC(=S)NC(=O)c1cccs1 (configuration not stated)	5%	-42	654	-1%	·	-2%	-3%	-13%	1.3%	i	0.4
COC(=O)CNC(=O)CSc1ccccn1	1%	-12	647	0%	·	-4%	5%	16%	-1.1%	i	0.4
COCCCN=C1NN=C(c2cc(C)n(Cc3ccco3)c2C)CS1	-7%	?	·	1%	-3.8%	-60%	9%	25%	4.1%	?	·
Cc1cccc(CS(=O)(=O)Cc2ccc(C(=O)NCc3cccs3)o2)c1	2%	-7	707	4%	-4.8%	1%	-2%	-6%	3.1%	i	0.3
Cc1cc(NC(=O)CSc2nc3cc(Cl)ccc3c(=O)n2CC(C)C)no1	-6%	4	652	-12%	-7.2%	-22%	·	1%	-0.2%	·	·
c1coc(-c2ccnc(-c3ccncc3)n2)c1	-3%	-2	628	4%	-5.1%	0%	-3%	4%	0.4%	i	0.4
O=C(N/N=C/c1ccc([N+](=O)[O-])cc1)c1cccnc1	-4%	14	816	-3%	·	3%	-10%	8%	-0.1%	i	0.4
O=C(CCCSc1nc2ccccc2[nH]1)NC1CCCCC1	-7%	4	749	-1%	-2.3%	11%	-9%	13%	0.9%	i	1.2
CCNC(=S)NCc1ccc2c(c1)OCO2	-7%	16	791	5%	-0.6%	14%	-1%	-8%	-1.4%	i	0.4
O=C(CNCc1ccccc1)Nc1ccc(Oc2ccccc2)cc1	-5%	-10	646	4%	1.8%	14%	·	34%	1.0%	i	0.4
COc1ccc(/C=N/OC(=O)Nc2ccccc2)cc1[N+](=O)[O-]	-6%	-21	699	-2%	-1.0%	-35%	-9%	7%	-0.6%	i	0.7
Cc1ccc(-n2c(=O)c3ccccc3n(CC(=O)NCc3ccco3)c2=O)cc1	-1%	17	710	11%	-4.7%	16%	6%	-7%	1.8%	i	0.3
Cc1ccc(C)c2nc(SCC(=O)NCc3cccs3)c(C#N)cc12	3%	·	·	3%	-8.9%	16%	0%	18%	2.7%	i	7.2
N#CC(Cc1cccc(CC(C#N)(c2ccccc2)c2ccccc2)c1)(c1ccccc1)c1ccccc1	-4%	-2	786	0%	·	-14%	3%	15%	-0.6%	i	2.2
Cc1ccc(NC(=O)c2ccc(=O)n(CC(=O)Nc3c(C)cc(C)cc3C)n2)cc1	-7%	14	781	-5%	·	14%	9%	11%	0.4%	?	·
COc1ccc(NC(=O)C2C3C=CC(C3)C2C(=O)O)cc1 (configuration not stated)	-9%	-21	791	12%	·	21%	-4%	-9%	-0.3%	i	0.1
CC(CCc1ccccc1)N1CCN(C)CC1 (configuration not stated)	1%	4	819	2%	·	-22%	-4%	-3%	0.0%	·	·
COc1cc(/C=N/NC(=O)NC23CC4CC(CC(C4)C2)C3)ccc1O	0%	-6	862	2%	·	-11%	-7%	15%	-1.0%	i	0.5
CN1CCN(C2=Nc3c(Cl)cc(Cl)c4cccc2c34)CC1	2%	5	695	4%	-0.7%	3%	?	-5%	44%	i	1.3
COc1cccc(NC(=O)C2CCN(S(=O)(=O)c3ccc4c(c3)C(C)(C)C(=O)N4C)CC2)c1	-4%	-5	672	-2%	·	11%	-2%	4%	-0.2%	i	2.7
COC(=O)c1ccccc1NC(=O)CS(=O)(=O)Cc1nc(-c2ccc(C)cc2)oc1C	-3%	·	·	-2%	-2.2%	10%	-1%	-1%	-0.2%	i	3.5
CC(C)CNC(=O)c1ccccc1SCC(=O)NC12CC3CC(CC(C3)C1)C2	-9%	-4	682	-4%	2.4%	16%	57%	-6%	2.1%	+	2.5*
N#CCCn1cc(C(=O)Nc2ccc(C(=O)O)cc2)c(-c2cccc(Br)c2)n1	-10%	2	796	4%	·	12%	-3%	1%	2.9%	i	0.3
Cc1cc(C)c2oc(C(=O)N(Cc3cccs3)C3CCS(=O)(=O)C3)cc(=O)c2c1 (configuration not stated)	-8%	-2	696	0%	·	7%	-2%	2%	0.2%	i	0.3
CN(CCC#N)Cc1cc(=O)oc2ccc3ccccc3c12	0%	·	·	2%	·	22%	0%	4%	0.8%	i	0.3
CC(=O)c1ccc(NC(=O)CN2CCN(c3ccccc3)CC2)cc1	-6%	·	·	9%	·	-9%	-2%	0%	0.4%	i	0.5
Cc1nc(-c2ccccn2)nc(N2CCOCC2)c1Cl	-6%	22	697	-5%	·	-6%	1%	4%	-1.1%	i	0.5
CCc1ccc(NC(=O)C2C3C=CC(C4CC34)C2C(=O)O)cc1 (configuration not stated)	-3%	-6	757	2%	-6.2%	2%	3%	-7%	1.7%	i	0.6
COc1ccc(C)cc1S(=O)(=O)Nc1ccc2c(c1)OCO2	-4%	-25	677	1%	-3.8%	-2%	0%	0%	-2.7%	i	0.0
Cc1ccc(S(N)(=O)=O)cc1NC(=O)C1CC2CCC1C2 (configuration not stated)	-9%	·	·	0%	-0.4%	9%	-1%	-6%	-0.3%	i	6.7
CCc1ccc2[nH]c(=O)c(CN(Cc3ccc(OC)cc3)Cc3nnnn3CCOC)cc2c1	-5%	·	·	-4%	-1.0%	-9%	3%	3%	-2.2%	i	0.9
CSc1cccc(NC(=O)CCS(=O)(=O)c2cccc3nonc23)c1	-9%	-15	727	0%	·	11%	2%	-7%	-2.4%	i	1.1
CC(OC(=O)c1ccc(Cl)c(S(=O)(=O)N2CCc3ccccc32)c1)C(=O)Nc1ncc(Cl)cc1Cl (configuration not stated)	5%	-24	656	-3%	-19%	5%	6%	-3%	0.5%	i	1.1
COc1ccc(S(=O)(=O)NNC(=O)c2cc3c4ccccc4n(C)c3s2)cc1	2%	·	·	0%	-1.5%	23%	-6%	8%	-3.7%	i	0.7
Cc1ccc(C(=O)NC=C(Cl)Cl)cc1	0%	3	776	-1%	-6.3%	11%	-6%	?	-1.0%	i	0.6
CN(/C(=N\S(=O)(=O)c1ccccc1)C(F)(F)F)c1ccccc1	-1%	·	·	-2%	-4.6%	-2%	0%	-5%	-2.5%	i	0.6
O=C(NNc1nc2c(F)cc(F)cc2s1)C1=COCCO1	1%	0	704	4%	-7.4%	8%	-19%	-15%	0.4%	i	0.2
Cc1cccc(NC(=S)N(CCc2ccncc2)C(C)C)c1C	-7%	-2	667	10%	0.2%	12%	-2%	-14%	-1.0%	i	0.4
CON/C=N/C(=S)Nc1ncc(C(F)(F)F)cc1Cl	-8%	12	662	-3%	-4.9%	17%	-4%	-1%	-0.6%	i	0.3
O=C(O)c1cccc(CSc2n[nH]c(-c3ccc(Cl)cc3Cl)n2)c1	-2%	-5	705	0%	-18%	-5%	-8%	4%	8.5%	i	0.5
COC(=O)C1=CN(c2cc(C)cc(C)c2)C=C(C(=O)OC)C1c1ccc(OC)c(O)c1	3%	0	839	5%	·	14%	-11%	22%	-0.5%	i	0.9

Random excerpt: 2 entries already listed.
SMILES	LYP phosphatase	Hep lipid drop	Hep lipid drop cells 6.5 µM	Siah-1 displacement	XIAP displacement	NOD2 inhibition	Dengue-2 NS5 capping	AID2073	HIV fusion peptide	Myeloid diff 2	Myeloid diff 2 GFP+ MAC1+ %	others
CCc1ccc2[nH]c(=O)c(CN(Cc3ccc(OC)cc3)Cc3nnnn3CCOC)cc2c1	-5%	·	·	-4%	-1.0%	-9%	3%	3%	-2.2%	i	0.9
CN(/C(=N\S(=O)(=O)c1ccccc1)C(F)(F)F)c1ccccc1	-1%	·	·	-2%	-4.6%	-2%	0%	-5%	-2.5%	i	0.6
